Source: PubChem BioAssay (several laboratories)
A340 absorber: absorbance at 340 nm; compound absorbance at 340 nm, fold over control; fold change at 10 µM; 65,000 tested, under 10 active;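 active means at 10 µM dose, initial 340 nm absorbance at least 2 fold that of control wells; inactive means change under 2 fold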;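 further: initial absorbance extrapolated from kinetic A340 decline of NADH oxidation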
Fluor 339 460: intrinsic fluorescence of library compounds, ex339/em460 – biochemical, MLSMR library, data from DPM-DC assay, artefact control, profiling panel | hit rate 5.5% among 65,000 | fluorescence fold increase at 10 µM | compound autofluorescence, ex339/em460 nm, NADH buffer; stronger effect = higher value; 1 = no-compound wells, NADH background;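 active means at 10 µM, mean starting fluorescence two-fold or more over control wells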;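 further: signal is the first read of a kinetic run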
MMP13 inh: MMP13 (human) collagenase inhibition. inhibition, % at 4 µM. AID 570. hit rate 0.07% among 65,000. MMP-13 fTHP FRET cleavage, Mca fluorescence. P45452;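 active means inhibition above the mean of compound-free control plate wells plus 3 SD, cut at about 14% in these data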;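 further: 0% = DMSO wells and 100% = wells with reference MMP-13 inhibitor after basal subtraction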
5HT1a ag: 5-HT1a (human) receptor agonism | AID 567 | activation, % at 10 µM | P08908 | hit rate 0.56% among 65,000 | CHO 5-HT1a Ga15 NFAT-bla reporter, FRET ratio; 0% basal, 100% maximal reference agonist;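 active means activation above the screen-wide mean activation plus 3 SD, cut at about 19% in these data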;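 further: 0% = DMSO wells and 100% = 5-CT at EC100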
RORa activator: activates the human nuclear receptor RORA; hit rate 1.5% among 65,000; CHO-K1 Gal4-RORA LBD luciferase reporter, luminescence; percent increase over mock-subtracted basal signal; P35398; activation, % at 10 µM; AID 560;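 active means activation above the mean of all tested compounds plus 3 SD, cut at about 49% in these data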;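 further: 0% = DMSO-treated RORA cells and 100% = added signal equal to DMSO minus mock-transfected cells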
Target sequence (P35398 whole entry, looked up, the tested form may be a part): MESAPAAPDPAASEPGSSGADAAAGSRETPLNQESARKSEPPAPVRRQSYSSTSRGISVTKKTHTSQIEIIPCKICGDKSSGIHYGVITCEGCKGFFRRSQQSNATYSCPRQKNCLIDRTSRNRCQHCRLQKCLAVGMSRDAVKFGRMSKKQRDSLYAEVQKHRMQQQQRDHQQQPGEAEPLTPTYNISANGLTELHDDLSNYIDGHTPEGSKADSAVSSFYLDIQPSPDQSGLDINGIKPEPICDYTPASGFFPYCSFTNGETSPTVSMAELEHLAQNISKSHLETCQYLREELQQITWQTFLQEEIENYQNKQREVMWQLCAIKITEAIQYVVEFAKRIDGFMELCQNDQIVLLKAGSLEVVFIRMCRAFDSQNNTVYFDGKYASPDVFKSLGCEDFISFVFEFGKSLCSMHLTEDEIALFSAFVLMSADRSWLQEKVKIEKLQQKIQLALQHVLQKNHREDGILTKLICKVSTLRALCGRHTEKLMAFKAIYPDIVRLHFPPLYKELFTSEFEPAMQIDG
5-HT1A blocker: blocks the human serotonin 5-HT1a receptor; P08908; hit rate 0.68% among 62,000; CHO 5-HT1a Ga15 NFAT-bla reporter, antagonist mode; inhibition, % at 10 µM;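 active means inhibition above the mean of all tested compounds plus 3 SD, cut at about 43% in these data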;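 further: receptor stimulated by 5-CT agonist at 100 nM near EC80; beta-lactamase reporter measured by ratiometric fluorescence of a cleavable substrate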
NADH enzymes: inhibitors of enzymes used to reach an NAD/NADH endpoint | coupled PK/LDH NADH assays, four targets | IC50, µM (titrated, usually from 10 µM), inactives show at the highest dose inhibition | hit rate 0.02% among 65,000 | AID 774;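 active means single-dose screening hits from any of four coupled enzyme assays that gave an IC50 when retested across doses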;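 further: the DPM-DC format reads NADH fluorescence rather than 340 nm absorbance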
TNAP act mid DEA: human TNAP activation, intermediate phosphate acceptor; activation factor at 20 µM; 64,000 tested, under 10 active; P05186; purified TNAP, CDP-star luminescence, 100 mM DEA, 30 min; stronger effect = higher value; scale: 0 levamisole-inhibited, 1 vehicle-only enzyme; AID 813;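 active means activation factor of at least 2 at 20 µM, relative to controls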
Target sequence (P05186 whole entry, looked up): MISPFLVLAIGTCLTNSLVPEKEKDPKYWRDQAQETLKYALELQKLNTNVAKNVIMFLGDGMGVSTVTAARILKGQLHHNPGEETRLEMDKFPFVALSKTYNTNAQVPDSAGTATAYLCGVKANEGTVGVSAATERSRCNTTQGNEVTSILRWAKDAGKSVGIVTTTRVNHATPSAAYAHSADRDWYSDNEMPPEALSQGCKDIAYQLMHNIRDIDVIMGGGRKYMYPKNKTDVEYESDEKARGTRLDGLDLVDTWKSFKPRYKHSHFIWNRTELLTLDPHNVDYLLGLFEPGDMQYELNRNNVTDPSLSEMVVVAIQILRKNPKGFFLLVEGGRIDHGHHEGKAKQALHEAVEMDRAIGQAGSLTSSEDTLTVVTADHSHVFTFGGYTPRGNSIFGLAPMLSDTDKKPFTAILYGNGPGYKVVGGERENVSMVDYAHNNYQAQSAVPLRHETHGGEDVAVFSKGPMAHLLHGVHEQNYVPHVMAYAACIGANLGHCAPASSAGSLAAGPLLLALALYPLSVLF
SF-1 act: activates the human nuclear receptor SF-1; Q13285; CHO-K1 Gal4-SF-1 LBD luciferase reporter; % increase over DMSO SF-1-specific signal; activation, % at 10 µM; hit rate 1.9% among 65,000; AID 522;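 active means activation above the mean activation of all tested compounds plus 3 SD, cut at about 50% in these data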
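Assay system: CHO-K1 cells co-transfected with Gal4 DBD–human SF-1 LBD, 5xGal4 luciferase reporter / Input: 4,000 cells per well / Incubation: 20 h compound exposure at 37 °C after 1 h cell settling / Detection: SteadyLite luciferase luminescence / Control set: DMSO negative control and −SF1 background wells / Replication: one test per compound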
* hit, by the source's call; [ ] = remark or other dose. No enrichment for hits. About 8.9% of those tested had a hit in this group.

`Nc1ccc(N2CCOCC2)c(Cl)c1` gave A340 absorber 1.1, Fluor 339 460 1, MMP13 inh 3, 5HT1a ag -2.5, RORa activator -6, 5-HT1A blocker 0, NADH enzymes 4%, TNAP act mid DEA 0.9 and SF-1 act 1.
Screening COc1ccc(C2=NCC(CSc3nnc(-c4ccc5c(c4)OCO5)o3)S2)cc1 (configuration not stated) returned A340 absorber 1, Fluor 339 460 1.2, MMP13 inh -1, 5HT1a ag -1.0, RORa activator 12, 5-HT1A blocker -14, NADH enzymes 3%, TNAP act mid DEA 0.9 and SF-1 act 4.
`CCOC(=O)N1CCC(NC(=O)c2cn(-c3ccc(OC)cc3)c(=O)c3ccccc23)CC1` gave A340 absorber 1, Fluor 339 460 1.2, MMP13 inh 0, 5HT1a ag -3.2, RORa activator 5, 5-HT1A blocker 9, NADH enzymes 9%, TNAP act mid DEA 1 and SF-1 act 14.
`CC(=O)Nc1ccc(S(=O)(=O)n2cnc3cc(C)c(C)cc32)cc1` gave A340 absorber 1.1, Fluor 339 460 1.1, MMP13 inh 6, 5HT1a ag -1.5, RORa activator 7, 5-HT1A blocker 5, NADH enzymes 6%, TNAP act mid DEA 0.9 and SF-1 act 3.
Screening COCCn1c(=O)[nH]c2cc(C(=O)NCC3CCCO3)ccc2c1=O (configuration not stated) returned A340 absorber 0.99, Fluor 339 460 1.5, MMP13 inh -9, 5HT1a ag -0.3, RORa activator -16, 5-HT1A blocker -5, NADH enzymes 9%, TNAP act mid DEA 0.9 and SF-1 act 9.
COc1ccc(CCN2CC3=C(C2=O)C(c2ccccc2)NC(=O)N3C)cc1OC (configuration not stated) was read as A340 absorber 1, Fluor 339 460 1.1, MMP13 inh -2, 5HT1a ag -2.4, RORa activator 11, 5-HT1A blocker -4, NADH enzymes 4%, TNAP act mid DEA 0.9 and SF-1 act -14.
`COc1ccc(S(=O)(=O)NCCSc2ccccc2)cc1OC` gave A340 absorber 1, Fluor 339 460 1.1, NADH enzymes 3% and TNAP act mid DEA 0.9.
For COc1ccc(C2SCCN2S(=O)(=O)c2ccccc2)cc1OC (configuration not stated) the results were A340 absorber 0.98, Fluor 339 460 1.1, MMP13 inh 3, 5HT1a ag 1.5, RORa activator -20, 5-HT1A blocker -13, NADH enzymes 7%, TNAP act mid DEA 1 and SF-1 act 23.
CC(=C1C(=O)c2ccccc2C1=O)N1CCc2ccccc2C1 was read as A340 absorber 1.2, Fluor 339 460 1.1, MMP13 inh 3, 5HT1a ag 0.9, RORa activator 3, 5-HT1A blocker -7, NADH enzymes 7%, TNAP act mid DEA 0.9 and SF-1 act 7.
For C=CCN(C(=O)Nc1ccc(Cl)cc1)C1CC(=O)N(c2ccc(OC)cc2)C1=O (configuration not stated) the results were A340 absorber 1, Fluor 339 460 1.1, MMP13 inh 0, 5HT1a ag -1.2, RORa activator -6, 5-HT1A blocker -4, NADH enzymes 6%, TNAP act mid DEA 0.9 and SF-1 act -9.
`CCOC(=O)Nc1c(C(=O)OC)[nH]c2cccc(OC)c12` gave A340 absorber 1, Fluor 339 460 1.9, MMP13 inh -11, 5HT1a ag -0.3, RORa activator 25, 5-HT1A blocker 17, NADH enzymes 5%, TNAP act mid DEA 0.9 and SF-1 act -8.
For CCOC(=O)C(NC(C)=O)(N1CCc2ccccc2C1)C(F)(F)F (configuration not stated) the results were A340 absorber 1.1, Fluor 339 460 1.1, MMP13 inh -7, 5HT1a ag -2.0, RORa activator -15, 5-HT1A blocker 14, NADH enzymes 2%, TNAP act mid DEA 1 and SF-1 act -8.
Screening CCn1c(SCC(=O)Nc2nonc2C)nnc1-c1ccco1 returned A340 absorber 1, Fluor 339 460 1.1, MMP13 inh 6, 5HT1a ag -1.9, RORa activator -14, 5-HT1A blocker -9, NADH enzymes 11%, TNAP act mid DEA 0.9 and SF-1 act -3.
C=CCc1c(C)nc2c(C(=O)O)cnn2c1C was read as A340 absorber 1, Fluor 339 460 1.9, MMP13 inh -15, 5HT1a ag -0.7, RORa activator 0, 5-HT1A blocker 1, NADH enzymes 5%, TNAP act mid DEA 1 and SF-1 act 10.
For CC(C)C(NC(=O)CN1C(=O)c2ccccc2S1(=O)=O)C(C)C the results were A340 absorber 1.1, Fluor 339 460 1.1, MMP13 inh 0, 5HT1a ag 0.3, RORa activator 10, 5-HT1A blocker -1, NADH enzymes 1%, TNAP act mid DEA 1 and SF-1 act 3.
For O=C(C1CCCN(S(=O)(=O)c2cccc3cccnc23)C1)N1CCN(c2ccccc2F)CC1 (configuration not stated) the results were A340 absorber 1, Fluor 339 460 1.1, MMP13 inh 2, 5HT1a ag -0.1, RORa activator -8, 5-HT1A blocker -17, NADH enzymes 4%, TNAP act mid DEA 0.9 and SF-1 act 7.
For O=C1[C@@H]2C(Cc3ccc(O)cc3)NC3(C(=O)Nc4ccc(F)cc43)[C@@H]2C(=O)N1c1ccccc1 (some centres not stated) the results were A340 absorber 0.99, Fluor 339 460 1.1, MMP13 inh -2, 5HT1a ag -0.2, RORa activator 9, 5-HT1A blocker 10, NADH enzymes 7%, TNAP act mid DEA 0.9 and SF-1 act 26.
Screening O=C1c2cccc3cccc(c23)C(=O)N1c1cccnc1 returned A340 absorber 1.2, Fluor 339 460 1.6, MMP13 inh -22, 5HT1a ag -0.3, RORa activator -16, 5-HT1A blocker -20, NADH enzymes 5%, TNAP act mid DEA 0.9 and SF-1 act 12.
For O=C(NCc1ccco1)C1OCCc2ccccc21 (configuration not stated) the results were A340 absorber 1, Fluor 339 460 1.1, MMP13 inh 2, 5HT1a ag -0.4, RORa activator -10, 5-HT1A blocker 7, NADH enzymes 4%, TNAP act mid DEA 1 and SF-1 act 8.
`Cn1c(C(=O)N2CCN(c3ccccc3F)CC2)cc2c(=O)n(C)c3ccccc3c21` gave A340 absorber 1, Fluor 339 460 1, MMP13 inh -5, 5HT1a ag -3.8, RORa activator 3, 5-HT1A blocker -3, NADH enzymes 11%, TNAP act mid DEA 1 and SF-1 act 5.
`CCC(=O)NC1=C(C#N)C2(CCCC2)Cc2ccccc21` gave A340 absorber 0.98, Fluor 339 460 1.1, MMP13 inh 2, 5HT1a ag -0.6, RORa activator -19, 5-HT1A blocker 4, NADH enzymes 2%, TNAP act mid DEA 1 and SF-1 act -6.
For CCN(CC)CCN1C(=O)C(=O)/C(=C(/O)c2ccc(Cl)cc2)C1c1ccncc1 (configuration not stated) the results were A340 absorber 1, Fluor 339 460 1.1, MMP13 inh 6, 5HT1a ag -0.6, RORa activator -1, NADH enzymes 4%, TNAP act mid DEA 0.9 and SF-1 act -23.
For CS(=O)(=O)N1CCc2cc(C(=O)OCC(=O)c3ccccc3)ccc21 the results were A340 absorber 1, Fluor 339 460 1.1, MMP13 inh 15*, 5HT1a ag 0.8, RORa activator 48, 5-HT1A blocker 1, NADH enzymes 4%, TNAP act mid DEA 0.9 and SF-1 act 29.
`CN(C(=O)c1ccc(NC(=O)c2cnccn2)cc1)C1CCCCC1` gave A340 absorber 1.1, Fluor 339 460 1.1, MMP13 inh 0, 5HT1a ag -0.3, RORa activator 4, 5-HT1A blocker -2, NADH enzymes 2%, TNAP act mid DEA 0.9 and SF-1 act -5.
Screening Cn1c(=O)[nH]c2cc3ccccc3cc21 returned A340 absorber 0.99, Fluor 339 460 1.1, MMP13 inh 0, 5HT1a ag -1.8, RORa activator 6, 5-HT1A blocker -10, NADH enzymes 3%, TNAP act mid DEA 0.9 and SF-1 act 2.
Screening O=C(O)c1cccc(S(=O)(=O)N2CCOCC2)c1 returned A340 absorber 1, Fluor 339 460 1, MMP13 inh 4, 5HT1a ag 0.4, RORa activator -22, 5-HT1A blocker 2, NADH enzymes 2%, TNAP act mid DEA 0.8 and SF-1 act 4.
`CCCn1c(NC(=O)c2cccc(S(=O)(=O)N3CCCC3)c2)nc2ccccc21` gave A340 absorber 1.1, Fluor 339 460 1.3, MMP13 inh -4, 5HT1a ag -1.9, RORa activator -27, 5-HT1A blocker 50*, NADH enzymes 9%, TNAP act mid DEA 1 and SF-1 act -28.
`CC1=[N+]([O-])C(C)(C)CC(C)(C)c2ccccc21` gave A340 absorber 1, Fluor 339 460 1.1, MMP13 inh 0, 5HT1a ag 0.4, RORa activator -12, 5-HT1A blocker -11, NADH enzymes 8%, TNAP act mid DEA 0.9 and SF-1 act -3.
COCc1cc(=O)[nH]c(Nc2nc3ccc(C)cc3o2)n1 was read as A340 absorber 1.2, Fluor 339 460 1, MMP13 inh -3, 5HT1a ag 2.4, RORa activator 6, NADH enzymes 11%, TNAP act mid DEA 1.1 and SF-1 act -24.
`CCn1c(SCC(=O)Nc2ccc(C(=O)OC)cc2)nnc1-c1cccs1` gave A340 absorber 0.98, Fluor 339 460 1.1, MMP13 inh 1, 5HT1a ag -0.8, RORa activator 12, 5-HT1A blocker -9, NADH enzymes 2%, TNAP act mid DEA 0.9 and SF-1 act -1.
Screening Cc1cc(C)cc(OCc2nnc(SCC(=O)c3ccccc3)o2)c1 returned A340 absorber 0.99, Fluor 339 460 1.1, MMP13 inh -2, 5HT1a ag -2.3, RORa activator 5, 5-HT1A blocker -22, NADH enzymes 9%, TNAP act mid DEA 1 and SF-1 act -6.
For CN1C=CC2=C(C#N)C(N)C(C#N)(C#N)C(c3ccccc3)C2C1 (configuration not stated) the results were A340 absorber 1.1, Fluor 339 460 1.9, MMP13 inh -46, 5HT1a ag 0.6, RORa activator 3, 5-HT1A blocker 4, NADH enzymes 6%[fluoresces], TNAP act mid DEA 1 and SF-1 act 21.
`CCc1cc2c(=O)n(Cc3ccco3)c(SCc3c(C)noc3C)nc2s1` gave A340 absorber 1, Fluor 339 460 1.1, MMP13 inh 6, 5HT1a ag -0.2, RORa activator -2, 5-HT1A blocker 18, NADH enzymes 6%, TNAP act mid DEA 0.9 and SF-1 act -7.
Screening Cc1[nH]nc2c1-c1nc3ccccc3nc1C(C)(C)C2 returned A340 absorber 1.1, Fluor 339 460 3.9*, MMP13 inh -83, 5HT1a ag 2.0, RORa activator -2, 5-HT1A blocker 12, NADH enzymes 10%[fluoresces], TNAP act mid DEA 0.9 and SF-1 act -5.
Screening COc1cc(Cn2ccnc2)c(OC)cc1Cn1ccnc1 returned A340 absorber 1, Fluor 339 460 1.1, MMP13 inh -5, 5HT1a ag -3.5, RORa activator 15, NADH enzymes 2%, TNAP act mid DEA 0.9 and SF-1 act 2.
O=C(Nc1ccc2oc(=O)ccc2c1)c1cccnc1 was read as A340 absorber 1, Fluor 339 460 1.6, MMP13 inh 0, 5HT1a ag -0.9, RORa activator -2, 5-HT1A blocker 2, NADH enzymes 4%, TNAP act mid DEA 0.9 and SF-1 act 7.
For CC(C)OC(=O)c1nnc(Cc2ccc(Cl)cc2)o1 the results were A340 absorber 1, Fluor 339 460 1.1, MMP13 inh 6, 5HT1a ag -2.6, RORa activator -24, 5-HT1A blocker -4, NADH enzymes 5%, TNAP act mid DEA 1 and SF-1 act -2.
For COCCCNC(=O)c1ccc(Cn2c(=O)[nH]c3ccccc3c2=O)cc1 the results were A340 absorber 1, Fluor 339 460 1.1, MMP13 inh -5, 5HT1a ag 1.2, RORa activator -9, 5-HT1A blocker -2, NADH enzymes 1%, TNAP act mid DEA 1.1 and SF-1 act 8.
